Source: PubChem BioAssay (several laboratories)
NOD2-RIPK2 inh: inhibitors of human NOD2-RIPK2 interaction. CHO BLA complementation NOD2-RIPK2, CCF4 ratio. inhibition, % at 4.98 µM. 360,000 tested, 0.38% active. AID 624267; in the data active = inhibition above about 21%;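 note: 0% = vehicle only and 100% = reference blocker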
Target sequence (O43353 whole entry, looked up): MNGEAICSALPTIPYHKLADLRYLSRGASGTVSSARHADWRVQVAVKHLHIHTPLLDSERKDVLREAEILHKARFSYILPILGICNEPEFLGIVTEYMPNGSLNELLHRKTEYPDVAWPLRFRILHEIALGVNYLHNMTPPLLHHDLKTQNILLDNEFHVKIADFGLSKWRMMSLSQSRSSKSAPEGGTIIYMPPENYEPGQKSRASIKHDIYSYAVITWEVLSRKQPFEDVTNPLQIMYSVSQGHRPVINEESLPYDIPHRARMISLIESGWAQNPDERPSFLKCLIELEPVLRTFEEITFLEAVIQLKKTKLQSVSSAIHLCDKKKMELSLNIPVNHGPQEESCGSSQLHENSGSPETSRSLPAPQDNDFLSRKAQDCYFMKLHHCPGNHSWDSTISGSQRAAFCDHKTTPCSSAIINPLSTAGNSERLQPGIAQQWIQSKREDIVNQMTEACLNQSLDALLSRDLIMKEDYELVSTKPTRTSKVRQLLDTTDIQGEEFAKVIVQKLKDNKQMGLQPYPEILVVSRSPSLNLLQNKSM
HTR2A ag: agonists of mouse serotonin 5-HT2A receptor (HTR2A). CHO-K1 mHTR2A beta-arrestin complementation, luminescence; percent of 30 µM serotonin response. activation, % at 7.6 µM. 360,000 tested, 0.66% active. AID 624169;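 active = activation above a run cutoff, the mean activation of all tested compounds plus 3 SD, cut at about 14% in these data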;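 note: 0% = plate median of compound wells and 100% = 30 µM serotonin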
Target sequence (P35363 whole entry, looked up): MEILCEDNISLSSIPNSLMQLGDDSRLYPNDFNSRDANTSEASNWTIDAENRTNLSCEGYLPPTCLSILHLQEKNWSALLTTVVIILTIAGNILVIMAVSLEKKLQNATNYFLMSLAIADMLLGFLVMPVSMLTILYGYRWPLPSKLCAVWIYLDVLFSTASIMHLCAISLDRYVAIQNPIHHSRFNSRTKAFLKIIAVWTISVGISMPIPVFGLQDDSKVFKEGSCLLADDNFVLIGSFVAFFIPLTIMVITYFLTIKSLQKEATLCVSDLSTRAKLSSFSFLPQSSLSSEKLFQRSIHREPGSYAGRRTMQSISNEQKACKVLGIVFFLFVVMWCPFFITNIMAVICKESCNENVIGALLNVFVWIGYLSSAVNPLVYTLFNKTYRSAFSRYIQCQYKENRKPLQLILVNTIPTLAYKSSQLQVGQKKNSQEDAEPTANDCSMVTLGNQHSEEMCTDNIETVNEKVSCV
MC4R antagonist: human MC4R antagonism in cAMP assay | 360,000 tested, 0.48% active | AID 540295 | inhibition, % at 6.5 µM | MC4R-expressing cells, MTII-stimulated cAMP, LANCE TR-FRET;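 active = inhibition above its plate's cutoff, the mean of tested wells on that plate plus 3 SD, cut at about 29% in these data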;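 note: 0% = Melanotan II alone and 100% = Melanotan II plus saturating MCL0020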
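Material – human MC4R-expressing U2OS cells · Repeats – no replicates · Detection – TR-FRET with Eu-cAMP and labeled anti-cAMP, 671 nm · Times – compound 30 min, challenge 1 h, detection 1 h · Compound – single nominal compound dose of 6.5 µM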
TLR9-MyD88 inh: TLR9-MyD88 interaction inhibition; CHO BLA complementation TLR9-MyD88, CCF4 FRET ratio; 340,000 tested, 0.21% active; inhibition, % at 4.98 µM;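 active = inhibition above the mean over all tested compounds plus 3 SD, cut at about 21% in these data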;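 note: 0% = DMSO only wells and 100% = clavulanate BLA inhibitor control wells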
ABCB6 inh MLPCN: human ABCB6 transporter inhibition; 360,000 tested, 0.19% active; fluorescence ratio to DMSO, % at 10 µM; K562-ABCB6 porphyrin accumulation, flow cytometry, 1 h; stronger effect = lower value; Q9NP58;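 active = fluorescence ratio to DMSO below 75%, the collection mean minus 3 SD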;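 note: signal is porphyrin accumulated inside mitochondria; 100% equals median channel fluorescence of DMSO control wells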
MC4R ag barr: activates human MC4R beta-arrestin recruitment | P32245 | U2OS MC4R beta-arrestin complementation, luminescence; percent of melanotan II response, DMSO zero | activation, % at 8.9 µM | 360,000 tested, 0.98% active | AID 540308;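 active = activation above a per-plate cutoff, the mean activation of sample wells on that plate plus 3 SD, cut at about 8% in these data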
N-glyco inh: blocks N-linked glycosylation in D54 reporter cells | D54 ERlucT glycosylation luciferase reporter, 24 h; percent of 100 nM tunicamycin response | reporter increase, % at 12.5 µM | 360,000 tested, 0.23% active | AID 588692;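 active = mean luciferase reporter signal, scaled so untreated is 0 and the glycosylation-blocking control 100, at or above a set limit in every replicate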;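 note: luciferase carries N-glycosylation sites so blocking glycosylation raises the light; 0% = median of neutral control wells and 100% = median of 100 nM tunicamycin wells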
Cardio protect: myocardial damage modulation in H9c2 cells. H9c2 cardiomyocytes, H2O2 injury protection, ATPLite, 2 h. protection from H2O2 cell death, % at 20 µM. 360,000 tested, 0.63% active. AID 588492;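 active = compounds giving at least 50% protection of heart cells from peroxide-induced death in the single-dose screen, raw or plate-pattern-corrected value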;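 note: 0% = DMSO wells with peroxide and 100% = DMSO wells without peroxide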
SRC2 inh: human SRC2 (NCOA2) inhibition | 370,000 tested, 0.17% active | inhibition, % at 9 µM | HEK293 GAL4-SRC2 luciferase reporter, luminescence | Q15596;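 active = inhibition above the mean inhibition of all tested compounds plus 3 SD, set per campaign, cut at about 52% in these data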;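 note: 0% = DMSO treated cells and 100% = cells given Gossypol at 36 µM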
ABHD5 PLIN5 PPI: inhibitors of human ABHD5-perilipin-5 interaction. Q00G26+Q8WTS1. Split G. princeps luciferase complementation, luminescence, 4 h. inhibition, % at 4 µM. 360,000 tested, 0.78% active. AID 602281;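 active = inhibition above the mean inhibition across every tested compound plus 3 SD, cut at about 22% in these data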;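 note: 0% = DMSO only wells and the 100% control is not disclosed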
An asterisk follows results filed as active. These rows are one share of the data. The share of hits here may be higher or lower than overall.

`O=C(CN1C(=O)NC2(CCCC2)C1=O)Nc1nc2ccccc2s1` gave NOD2-RIPK2 inh 3, HTR2A ag 1, MC4R antagonist 11, TLR9-MyD88 inh -6, ABCB6 inh MLPCN 94, MC4R ag barr -2.8, N-glyco inh 1, Cardio protect 14, SRC2 inh 10 and ABHD5 PLIN5 PPI -5.
Screening S=C(c1ccc2c(c1)OCO2)N1CCCCC1 returned NOD2-RIPK2 inh -6, HTR2A ag 1, MC4R antagonist -1, TLR9-MyD88 inh -1, ABCB6 inh MLPCN 99, MC4R ag barr -0.2, N-glyco inh 2, Cardio protect 7, SRC2 inh 3 and ABHD5 PLIN5 PPI -8.
For CC(=O)Nc1ccc(NC(=O)C(C)OC(=O)C2CCN(S(=O)(=O)c3cccs3)CC2)cc1 (configuration not stated) the results were NOD2-RIPK2 inh 2, HTR2A ag -6, MC4R antagonist 10, TLR9-MyD88 inh -5, ABCB6 inh MLPCN 95, MC4R ag barr -1.2, N-glyco inh -1, Cardio protect 7, SRC2 inh 4 and ABHD5 PLIN5 PPI -1.
For c1cnc(Oc2ccc3oc4ccccc4c3c2)nc1 the results were NOD2-RIPK2 inh -3, HTR2A ag -2, MC4R antagonist 3, TLR9-MyD88 inh 9, ABCB6 inh MLPCN 100, MC4R ag barr -1.4, N-glyco inh -3, Cardio protect 2, SRC2 inh -70 and ABHD5 PLIN5 PPI 1.
`CC(C)n1cc(/C=N/Nc2ccc(Cl)c(C(=O)O)c2)c2ccccc21` gave NOD2-RIPK2 inh -16, HTR2A ag 5, MC4R antagonist 25, TLR9-MyD88 inh 1, ABCB6 inh MLPCN 98, MC4R ag barr 0.4, N-glyco inh 2, Cardio protect 4 and ABHD5 PLIN5 PPI -10.
For Cc1ccccc1-n1c(SCC(=O)NCc2cccs2)nnc1-c1ccncc1 the results were NOD2-RIPK2 inh -4, HTR2A ag 1, MC4R antagonist -1, TLR9-MyD88 inh 14, ABCB6 inh MLPCN 103, MC4R ag barr -1.7, N-glyco inh -1, Cardio protect 10, SRC2 inh -20 and ABHD5 PLIN5 PPI 2.
For CC(C)[C@H]1COCCS(=O)(=O)N1Cc1ccccc1-c1ccc(C(C)(C)C)cc1 the results were NOD2-RIPK2 inh -4, HTR2A ag -12, MC4R antagonist 13, TLR9-MyD88 inh -9, ABCB6 inh MLPCN 98, MC4R ag barr 0.6, N-glyco inh -3, Cardio protect -18, SRC2 inh 7 and ABHD5 PLIN5 PPI -13.
Screening COc1ccc(/C=C/c2ccc3cccc(O)c3n2)cc1Br returned NOD2-RIPK2 inh -4, HTR2A ag 0, MC4R antagonist -2, TLR9-MyD88 inh -4, ABCB6 inh MLPCN 88, MC4R ag barr -1.6, N-glyco inh 16, Cardio protect 62*, SRC2 inh -34 and ABHD5 PLIN5 PPI -14.
CC(C)c1nnc(NC(=O)CCN2C(=O)c3ccccc3C2=O)s1 was read as NOD2-RIPK2 inh -7, HTR2A ag 3, MC4R antagonist 0, TLR9-MyD88 inh -4, ABCB6 inh MLPCN 98, MC4R ag barr 0.5, N-glyco inh 3, Cardio protect 8, SRC2 inh -3 and ABHD5 PLIN5 PPI -6.
`COc1ccccc1CNc1ccc2c(c1)CCC2` gave NOD2-RIPK2 inh 6, HTR2A ag -5, MC4R antagonist 13, TLR9-MyD88 inh 7, ABCB6 inh MLPCN 174, MC4R ag barr -1.2, N-glyco inh -4, Cardio protect 8, SRC2 inh -18 and ABHD5 PLIN5 PPI -14.
For Cn1c(CO)cnc1-c1ccccc1 the results were NOD2-RIPK2 inh -7, HTR2A ag 3, MC4R antagonist 1, TLR9-MyD88 inh 1, ABCB6 inh MLPCN 96, MC4R ag barr 2.1, N-glyco inh 0, Cardio protect -1, SRC2 inh 4 and ABHD5 PLIN5 PPI 16.
`CC(OC(=O)C1=Cc2ccccc2OC1)C(=O)NCC1CCCO1` (configuration not stated) gave NOD2-RIPK2 inh -9, HTR2A ag -5, MC4R antagonist 11, TLR9-MyD88 inh 3, ABCB6 inh MLPCN 102, MC4R ag barr -1.4, N-glyco inh 0, Cardio protect 0, SRC2 inh -11 and ABHD5 PLIN5 PPI -12.
For CC(C)(C)c1ccc(C(=O)N2CCC2(C)C(=O)Nc2cccc3ccccc23)cc1 (configuration not stated) the results were NOD2-RIPK2 inh 8, HTR2A ag 2, MC4R antagonist -5, ABCB6 inh MLPCN 108, MC4R ag barr 0.8, N-glyco inh -3, Cardio protect -14, SRC2 inh 9 and ABHD5 PLIN5 PPI -8.
For CNC(=S)NNC(=O)c1ccc(N(C)C)cc1 the results were NOD2-RIPK2 inh -15, HTR2A ag 0, MC4R antagonist 0, TLR9-MyD88 inh -5, ABCB6 inh MLPCN 99, MC4R ag barr -0.5, N-glyco inh 0, Cardio protect -7, SRC2 inh -25 and ABHD5 PLIN5 PPI 2.
`O=C(NCCc1cn2cccnc2n1)C1CCC(=O)N(Cc2ccccc2F)C1` (configuration not stated) gave NOD2-RIPK2 inh 21, HTR2A ag 0, MC4R antagonist 3, TLR9-MyD88 inh 1, ABCB6 inh MLPCN 94, MC4R ag barr 0.9, N-glyco inh 0, Cardio protect 10, SRC2 inh -7 and ABHD5 PLIN5 PPI -1.
Screening C[C@@H]1CCCCO[C@@H](CN(C)C(=O)Cc2ccccc2)[C@@H](C)CN([C@H](C)CO)C(=O)c2cc(NC(=O)C3CCCCC3)ccc2O1 returned NOD2-RIPK2 inh -4, HTR2A ag -2, MC4R antagonist 2, TLR9-MyD88 inh -3, ABCB6 inh MLPCN 101, MC4R ag barr 0.1, N-glyco inh 0, Cardio protect 12, SRC2 inh -2 and ABHD5 PLIN5 PPI -1.
Screening COc1ccccc1-c1noc2c1C(=O)N(Cc1cn(-c3ccccc3OC)nn1)CC2 returned NOD2-RIPK2 inh -6, HTR2A ag 10, ABCB6 inh MLPCN 88, SRC2 inh 17 and ABHD5 PLIN5 PPI 2.
For Cc1ccc(-n2ncc3c(=O)n(-c4cccc(C)c4)c(=O)[nH]c32)cc1 the results were NOD2-RIPK2 inh -6, HTR2A ag 2, MC4R antagonist 9, TLR9-MyD88 inh -4, ABCB6 inh MLPCN 97, MC4R ag barr -2.2, N-glyco inh -1, Cardio protect -2, SRC2 inh -2 and ABHD5 PLIN5 PPI 2.
Screening Cc1c(OCC(=O)NCc2ccccn2)ccc2c(-c3ccccc3)cc(=O)oc12 returned NOD2-RIPK2 inh -13, HTR2A ag -2, MC4R antagonist 9, TLR9-MyD88 inh -22, ABCB6 inh MLPCN 99, MC4R ag barr -1.4, N-glyco inh -1, Cardio protect 3, SRC2 inh 8 and ABHD5 PLIN5 PPI -3.
`COC(=O)C1CCN(C(=O)COC(=O)CNC(=O)c2ccc(Cl)cc2Cl)CC1` gave NOD2-RIPK2 inh -4, HTR2A ag 5, MC4R antagonist 34*, TLR9-MyD88 inh -3, ABCB6 inh MLPCN 104, MC4R ag barr 0.6, N-glyco inh 0, Cardio protect 6, SRC2 inh -8 and ABHD5 PLIN5 PPI -2.
Screening Nc1ccnn1Cc1ccc(Br)s1 returned NOD2-RIPK2 inh 0, HTR2A ag 0, MC4R antagonist 9, TLR9-MyD88 inh -11, ABCB6 inh MLPCN 110, MC4R ag barr 0.2, N-glyco inh 3, Cardio protect 7, SRC2 inh -7 and ABHD5 PLIN5 PPI 4.
CNc1nc(C)c(C(=O)OCC(=O)OC)s1 was read as NOD2-RIPK2 inh -12, HTR2A ag -3, MC4R antagonist -2, TLR9-MyD88 inh 0, ABCB6 inh MLPCN 100, MC4R ag barr -2.5, N-glyco inh 1, Cardio protect 3, SRC2 inh -5 and ABHD5 PLIN5 PPI 2.
`Cc1cccc(Nc2nc(N)nc(CSc3nccc(C)n3)n2)c1` gave NOD2-RIPK2 inh 4, HTR2A ag -2, MC4R antagonist 6, TLR9-MyD88 inh -4, ABCB6 inh MLPCN 101, MC4R ag barr -1.0, N-glyco inh 2, Cardio protect 9, SRC2 inh -4 and ABHD5 PLIN5 PPI 2.
Screening O=C(NCc1ccccc1)C1CCCN(S(=O)(=O)c2ccc(F)cc2)C1 (configuration not stated) returned NOD2-RIPK2 inh -1, HTR2A ag 7, MC4R antagonist 11, TLR9-MyD88 inh 0, ABCB6 inh MLPCN 100, MC4R ag barr -2.5, N-glyco inh -1, Cardio protect 0, SRC2 inh 16 and ABHD5 PLIN5 PPI 3.
For COc1ccc(CCN2C(=O)CCC2(C)c2nnnn2-c2c(C)cccc2C)cc1OC (configuration not stated) the results were NOD2-RIPK2 inh -16, HTR2A ag 5, ABCB6 inh MLPCN 96, SRC2 inh -17 and ABHD5 PLIN5 PPI 3.
CCOc1ccc(NC(=O)CN(C)C(=O)C2CC(=O)N(c3ccc4c(c3)OCCO4)C2)cc1OCC (configuration not stated) was read as NOD2-RIPK2 inh -3, HTR2A ag 0, MC4R antagonist -2, TLR9-MyD88 inh 3, ABCB6 inh MLPCN 94, MC4R ag barr -1.2, N-glyco inh -1, Cardio protect 2, SRC2 inh -3 and ABHD5 PLIN5 PPI -11.
`CCc1nnc(NS(=O)(=O)c2ccc(NC(=O)c3cc(Cl)ccc3OC)cc2)s1` gave NOD2-RIPK2 inh -14, HTR2A ag 5, MC4R antagonist 14, TLR9-MyD88 inh -12, ABCB6 inh MLPCN 107, MC4R ag barr 0.8, N-glyco inh 4, Cardio protect -5, SRC2 inh -20 and ABHD5 PLIN5 PPI -4.
For O=C(CSc1ccc2nc(-c3ccccc3)cn2n1)NCC1CCCO1 (configuration not stated) the results were NOD2-RIPK2 inh 5, HTR2A ag 1, MC4R antagonist -5, TLR9-MyD88 inh 3, ABCB6 inh MLPCN 83, MC4R ag barr -0.1, N-glyco inh -2, Cardio protect -3, SRC2 inh -19 and ABHD5 PLIN5 PPI 13.
Screening CCN(C[C@H]1N[C@@](Cc2ccccc2)(C(=O)OC)[C@H]2C(=O)N(Cc3ccccc3)C(=O)[C@@H]12)C(=O)Nc1ccc(F)cc1 returned NOD2-RIPK2 inh 8, HTR2A ag -2, MC4R antagonist 13, TLR9-MyD88 inh -8, ABCB6 inh MLPCN 99, MC4R ag barr -0.5, N-glyco inh -3, Cardio protect 5, SRC2 inh -12 and ABHD5 PLIN5 PPI -4.
`O=C(CC12CC3CC(CC(C3)C1)C2)NCc1ccccc1` gave NOD2-RIPK2 inh -3, HTR2A ag -6, MC4R antagonist 18, TLR9-MyD88 inh -5, ABCB6 inh MLPCN 103, MC4R ag barr 2.5, N-glyco inh -2, Cardio protect -5, SRC2 inh 4 and ABHD5 PLIN5 PPI -38.
Screening CCc1ccc(/C=N\NC(=O)c2ccc(Br)o2)s1 returned NOD2-RIPK2 inh -10, HTR2A ag 6, MC4R antagonist 2, TLR9-MyD88 inh -7, ABCB6 inh MLPCN 99, MC4R ag barr -0.6, N-glyco inh 3, Cardio protect 1, SRC2 inh -57 and ABHD5 PLIN5 PPI 2.
